# Bioassay records: PubChem, several laboratories
# E coli Lon inh = inhibits E. coli Lon protease; inhibition, % at 7.94 µM; 360,000 tested, 0.42% active; purified E. coli Lon protease, fluorescence polarization; P0A9M0; in the data active = inhibition above about 13%, passing the limit was not always enough;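 also: 0% = enzyme with probe and DMSO and 100% = no enzyme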
# bovine MsrA act = activators of bovine methionine sulfoxide reductase A. purified bovine MsrA, absorbance read-out. activation, % at 10.6 µM. 360,000 tested, 0.3% active. AID 602163; in the data active = activation above about 7.5%;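 also: 0% = vehicle and 100% = reference activator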
# FAS TE block = FAS thioesterase (human) inhibition | recombinant FAS-TE, OMFH fluorogenic substrate, fluorescence endpoint | inhibition, % at 15 µM | 360,000 tested, 0.67% active | AID 602261;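 active = compounds whose normalised, plate-corrected inhibition of enzyme fluorescence in the single-dose primary screen is 50% or more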;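 also: 0% = DMSO with enzyme and 100% = substrate without enzyme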
# MsrA inh = bovine MsrA inhibition | purified bovine MsrA, absorbance read-out | inhibition, % at 15.5 µM | 360,000 tested, 0.75% active | AID 651718; in the data active = inhibition above about 4.5%;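 also: 0% = vehicle wells with enzyme and 100% = reference inhibitor wells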
# PABP1 MLLE inh = blocks PAM2 peptide binding to the PABP1 MLLE domain. P11940. GST-MLLE / FITC-PAM2 fluorescence polarization. inhibition, % at 20 µM. 360,000 tested, 0.36% active. AID 588489; in the data active = inhibition above about 35%, passing the limit was not always enough;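 also: plate controls were DMSO wells with GST-MLLE for no effect and wells lacking GST-MLLE protein for full effect; some results filed as inactive read as strong as hits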
# Rin1-Abl PPI inh = human Rin1-Abl interaction inhibition; P00519+Q13671; inhibition, % at 7.35 µM; 360,000 tested, 0.4% active; AID 588664; TR-FRET Rin1/Abl binding, biochemical; in the data active = inhibition above about 5%, passing the limit was not always enough
# Rpn11 block = Rpn11 (human) deubiquitinase inhibition; O00487; human 26S proteasome, Ub4-pepOG fluorescence polarization; 20S core pre-blocked with epoxomicin; calls only at 20 µM; 360,000 tested, 0.59% active; AID 588493;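 active = inhibition at 20 µM, scaled to each plate's controls, above about 33%, limit read from the data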
# Target sequence (O00487 whole entry, looked up): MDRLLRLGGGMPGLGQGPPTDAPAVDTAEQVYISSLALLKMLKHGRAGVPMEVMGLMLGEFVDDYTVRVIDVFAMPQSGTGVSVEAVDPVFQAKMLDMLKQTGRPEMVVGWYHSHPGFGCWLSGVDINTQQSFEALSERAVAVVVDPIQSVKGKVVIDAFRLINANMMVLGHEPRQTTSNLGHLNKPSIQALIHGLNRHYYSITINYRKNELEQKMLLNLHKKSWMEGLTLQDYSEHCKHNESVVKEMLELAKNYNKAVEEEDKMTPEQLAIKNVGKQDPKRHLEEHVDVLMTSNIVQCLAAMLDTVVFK
# CSN deneddyl inh = CSN deneddylation inhibition; Q92905; Purified CSN, SCF-Nedd8-OG deneddylation, fluorescence polarization; inhibition, % at 12.5 µM; 360,000 tested, 0.38% active; AID 651999;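 active = pattern-corrected inhibition above about 35%, with an unprinted fluorescence ratio check between 0.5 and 1.5, limit read from the data, passing the limit was not always enough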;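 also: 0% = enzyme with substrate and 100% = substrate without enzyme; some results filed as inactive read as strong as hits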
# Target sequence (Q92905 whole entry, looked up, one chain of several): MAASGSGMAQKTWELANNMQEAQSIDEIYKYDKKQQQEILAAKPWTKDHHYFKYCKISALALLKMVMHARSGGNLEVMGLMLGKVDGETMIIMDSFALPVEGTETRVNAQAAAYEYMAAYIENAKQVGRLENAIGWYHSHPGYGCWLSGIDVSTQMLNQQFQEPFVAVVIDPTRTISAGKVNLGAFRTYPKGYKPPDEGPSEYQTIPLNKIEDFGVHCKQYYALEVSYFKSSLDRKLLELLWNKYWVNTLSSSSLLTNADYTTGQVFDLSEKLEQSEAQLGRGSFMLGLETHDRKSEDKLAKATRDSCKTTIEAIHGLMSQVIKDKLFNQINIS
#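 assay system = purified human Csn5 enzyme expressed in HEK293T cells | amount = 0.24 nM enzyme | buffer or medium = Tris/NaCl/DTT buffer, pH 7.5 | reagent = 10 nM SCFSkp2-Nedd8OG | compound = one concentration, 12.5 µM, 0.25% DMSO | times = 90 min reaction at room temperature | signal = FP | read-out basis = % inhibition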
# MT1-MMP act inh = blocks activation of human MT1-MMP; HT1080 RFP-PRO-GFP cells, GFP/RFP ratio fluorescence, overnight; percent of plate control window, DMSO zero; GFP/RFP ratio change, % at 20 µM; 360,000 tested, 0.061% active; AID 651647;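 active = GFP/RFP ratio change of at least 30% with cell ATP level not reduced by more than half and red fluorescence within 50% of control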; also: strong numbers were not always called active
#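 Test system: HT1080 RFP-PRO-GFP cells; Benchmarks: DMSO and RFP-L50D-GFP cell wells; Timing: cells overnight before dosing, compound overnight, 37 °C, 5% CO2; Compound: one 20 µM compound dose with 1% DMSO; Read-out: GFP/RFP fluorescence ratio.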
# Numbers without * were called inactive; i = inactive; x = no result given.
smiles,E coli Lon inh,bovine MsrA act,FAS TE block,MsrA inh,PABP1 MLLE inh,Rin1-Abl PPI inh,Rpn11 block,CSN deneddyl inh,MT1-MMP act inh
O=C(Cc1ccc(NC(=O)C2CCN(C(=O)CCc3ccccc3)CC2)cc1)Nc1ccc(C(=O)N2CCOCC2)cc1,-11.3,-2.5,-1.7,-0.9,-2.8,3.6,i,2.5,4.0
O=C(CCCN1C(=O)c2ccccc2C1=O)OC1CSCC1NC(=O)c1ccccc1 (centres undefined),-2.6,-5.6,-3.9,1.2,8.9,2.5,i,-3.5,3.7
Cc1c(NC(=O)Nc2cc(F)c(F)cc2Cl)c(=O)n(-c2ccccc2)n1C,4.8,-3.7,2.6,2.2,6.4,1.8,i,-2.4,0.4
CCOC(=O)N1CCN(C(=O)CSc2ccccc2)CC1,-3.6,-2.0,-5.0,-1.4,33.6,1.2,i,5.5,-1.0
O=C(O)Cn1cccc1C(=O)c1ccccc1,5.2,-3.1,-5.9,x,7.8,2.8,i,0.4,-0.6
CCc1cc(C(=O)NCC2CCCO2)sc1C (centres undefined),5.4,-2.4,-4.0,-1.3,15.2,0.8,i,-0.8,2.0
CC(C)NS(=O)(=O)c1ccc(NC(=O)C2CC3C=CC2C3)cc1 (centres undefined),3.0,-2.9,-4.1,-1.4,1.2,-2.5,i,1.1,-1.7
Cc1nc2nc(C)c(NS(=O)(=O)c3ccc(C(C)(C)C)cc3)c(=O)n2[nH]1,8.2,-0.9,-7.4,-1.2,-2.4,3.2,i,-3.4,0.2
CCOC(=O)c1cnc(SC2CC(=O)N(c3ccc(C)cc3)C2=O)nc1N (centres undefined),1.8,-1.3,4.4,-0.3,15.4,-1.8,i,4.9,1.7
COc1ccccc1CNC(=O)c1c(N)n(CCCN2CCOCC2)c2nc3ccccc3nc12,-7.4,-1.5,20.3,1.0,2.8,-0.4,i,-3.0,-3.3
COc1ccc(C(=O)NCCS(=O)(=O)NCc2ccccc2OC)cc1,-4.2,0.7,-4.4,-1.6,-13.0,-2.4,i,-3.0,-2.4
CCOC(=O)N1CCN(C(=O)CS(=O)Cc2nc(-c3ccc(C)cc3)oc2C)CC1 (centres undefined),-8.6,-3.0,-5.2,0.2,7.9,-1.1,i,5.6,-0.2
COc1cccc(-c2c(C(=O)N/N=C/c3cccnc3)nnn2-c2nonc2N)c1,7.5,-4.5,-4.6,0.4,-6.7,-0.1,i,1.2,-7.6
CC1(C(=O)NS(C)(=O)=O)CCN1C(=O)Cc1ccc(Cl)cc1Cl (centres undefined),5.7,1.0,-7.2,-1.0,-6.6,-0.9,i,-0.3,-0.5
O=C(C[C@H]1C(=O)N(Cc2cccnc2)C[C@@H]1Cc1ccccc1)Nc1ccc(Br)cc1,3.2,-1.4,39.0,-0.4,5.5,2.0,i,5.0,2.2
Cc1cc(CNC(=O)c2cccc([N+](=O)[O-])c2)c2ccccc2n1,-5.7,-0.3,16.9,-1.0,17.6,0.7,i,-1.3,-4.0
CCCNC(=O)C(=O)Nc1ccc(N(C)C)cc1,-4.6,-3.2,-10.0,2.2,3.6,-4.1,i,-4.9,2.4
COc1ccc(C(=O)N2CCCC2)cc1S(=O)(=O)N1CCC(C)CC1,-6.1,-4.3,-0.7,1.0,5.9,1.1,i,4.2,-5.1
CC(=Nc1ccc(C)c(C)c1)C1=C(O)CSC1=O,-7.5,-2.7,2.8,-2.1,27.4,1.6,i,2.4,-8.3
O=C(Nc1ncc(Cc2cc(Cl)ccc2Cl)s1)c1ccc([N+](=O)[O-])cc1,-1.6,-11.6,13.1,2.1,-6.5,6.0,i,7.6,-12.2

# Overlap with the part before: 2 compounds; new compounds follow.
smiles,E coli Lon inh,bovine MsrA act,FAS TE block,MsrA inh,PABP1 MLLE inh,Rin1-Abl PPI inh,Rpn11 block,CSN deneddyl inh,MT1-MMP act inh
CC(=Nc1ccc(C)c(C)c1)C1=C(O)CSC1=O,-7.5,-2.7,2.8,-2.1,27.4,1.6,i,2.4,-8.3
O=C(Nc1ncc(Cc2cc(Cl)ccc2Cl)s1)c1ccc([N+](=O)[O-])cc1,-1.6,-11.6,13.1,2.1,-6.5,6.0,i,7.6,-12.2
COc1ccccc1-n1c(C)cc(C=O)c1C,-2.1,-4.1,-8.9,0.4,-4.1,-1.0,i,3.1,1.7
COC(=O)C1=C(C)NC(=S)NC1/C=C/c1ccccc1 (centres undefined),3.2,-3.4,-1.5,-0.6,-115.4,3.9,i,-0.6,-2.3
N#Cc1ccc(Cl)cc1NC(=O)COC(=O)c1cccc(S(=O)(=O)N2CCOCC2)c1,1.6,-9.2,5.7,-0.5,-0.4,-4.4,i,4.0,3.2
N/C(=N\OC(=O)/C=C/c1ccccc1)c1ccccc1,-0.7,-0.3,-4.0,1.5,-2.4,-4.5,i,-2.2,3.6
CSc1nc(N)c2c3c(sc2n1)COC(C(C)C)C3 (centres undefined),-0.1,-1.5,-0.2,-0.2,-6.7,-1.0,i,2.7,4.5
Nc1cc([N+](=O)[O-])ccc1Nc1ccc(O)cc1,6.7,-10.5,7.9,0.6,12.6,-6.1,i,5.7,15.6
O=S(=O)(NCc1ccc(F)cc1)c1cccc(S(=O)(=O)N2CCOCC2)c1,-10.4,-12.4,-8.6,-0.6,10.6,0.4,i,1.1,x
O=C(CNC(=O)c1cccc(F)c1)N/N=C/c1cccnc1,1.6,-7.3,-2.6,-0.3,9.5,0.9,i,-2.0,3.8
Cc1cc(C)c(O)c(-c2cc(C(=O)Nc3cccnc3)[nH]n2)c1,-8.4,1.3,-7.2,-1.2,5.1,-2.9,i,-1.0,5.5
c1ccc(-c2nnnn2CCOCCn2nnnc2-c2ccccc2)cc1,-0.3,0.7,2.3,-0.5,3.8,3.6,i,-4.4,-0.7
Cc1cc(C)n2nc(SCCC(=O)NCc3ccccc3)nc2n1,-7.7,-2.1,-1.6,0.9,22.0,-2.2,i,6.6,2.7
COc1ccc(-n2nc(C(=O)NCC(=O)Nc3cccc(Cl)c3)c3ccccc3c2=O)cc1OC,4.2,5.0,0.1,0.6,5.0,-4.0,i,26.8,-3.3
NC1(C(=O)O)CSSC1,-8.8,-0.3,-1.6,0.0,22.6,6.5,i,-2.5,-6.8
CCOC(=O)c1cc2ccc(OC(=O)c3ccco3)cc2oc1=O,-8.2,0.7,0.3,2.2,0.4,-3.9,i,-0.5,6.7
CN1CCN(C2=Cc3ccccc3Sc3cc(F)c(Cl)cc32)CC1,-0.7,0.3,20.1,-0.8,18.8,-3.6,i,5.1,-13.8
CC1(C)CC(=O)C2=C(C1)NCN(Cc1ccccc1)C2,-9.1,-16.2,-9.8,0.1,3.0,1.8,i,-2.4,-5.8
CCOc1nc(-c2ccncc2)nc2ccccc12,-3.5,-0.1,-0.4,0.5,-2.1,2.5,i,4.0,-7.3
O=C(NCCc1ccccc1)c1ccccc1C(F)(F)F,5.7,-4.0,-2.9,-0.1,2.5,2.2,i,0.6,-1.1
CC1(C(=O)NCC2CCCO2)Oc2cccnc2NC1=O (centres undefined),-13.5,-6.2,0.3,-0.5,7.4,2.6,i,0.3,-1.0
CCCCCCCCNC(=O)c1cccnc1SCC(=O)Nc1ccc(OC)cc1OC,8.1,-4.5,7.6,0.4,-4.6,-0.5,i,0.0,2.0
O=C(COc1ccccc1O)Nc1ccccc1Cl,-14.1,-7.0,-6.3,0.1,14.3,-1.7,i,2.7,-0.5
NS(=O)(=O)c1ccc(CCN=C(NS(=O)(=O)c2cccs2)c2ccccc2)cc1,2.5,-4.0,-7.5,-0.5,-7.9,-1.6,i,1.4,-2.1
N/C(=N\OC(=O)c1ccccc1)C(Cc1ccccc1)C(=O)NOC(=O)c1ccccc1 (centres undefined),-1.9,-7.1,-4.3,-0.5,-10.4,4.3,i,-6.5,-2.8
CC(C)(O)C(O)COc1c2ccoc2cc2oc(=O)ccc12 (centres undefined),-2.5,3.1,-6.3,1.0,-3.9,3.6,i,2.3,-3.7
Cc1ccc2c(c1)c1c(n2CC(O)Cn2nc(C)c(Br)c2C)C(=O)CCC1 (centres undefined),-9.2,-11.3,12.5,-0.9,-10.7,3.4,i,-6.1,-4.0
CCCCn1cc(C(=O)c2cc(Br)ccc2O)cc(C#N)c1=O,-0.8,-10.0,7.6,1.1,-2.4,1.6,i,-0.8,-5.9
CC1CCC(C#N)(N(C)C(=O)CSc2nnc(C3CC3)n2C2CC2)CC1 (centres undefined),0.4,-1.8,-4.9,1.4,2.4,4.1,i,-0.1,-1.2
O=[N+]([O-])c1ccc2c(c1)CNc1ccccc1O2,8.3,-10.6,3.0,-0.8,16.1,0.9,i,3.5,-2.1
CCOC(=O)c1nnsc1NC(=O)Nc1ccc(OC)cc1,2.6,-0.6,-3.2,0.3,4.8,-0.3,i,2.4,1.1
COc1cc(C)nc(N2CCCC(C(=O)Nc3cccc(Cl)c3C)C2)n1 (centres undefined),7.4,-2.1,-1.8,-1.4,4.0,-2.0,i,0.8,-2.1
O=C(COC(=O)CNS(=O)(=O)/C=C/c1ccccc1)Nc1cccc2ccccc12,3.4,0.5,3.3,-0.7,-51.8,0.7,i,-3.0,1.4
NNC(=O)CCCCCCCCCCOCCCCO,-2.4,0.7,-4.0,-0.3,-20.0,1.8,i,-6.5,0.2
COc1ccc(C2C(C(=O)c3ccco3)=C(O)C(=O)N2CC2CCCO2)cc1 (centres undefined),0.9,-3.4,-3.9,2.1,13.9,0.2,i,-3.8,-0.9
COc1nc(-c2ccc(Cl)cc2)ccc1-c1noc(-c2ccco2)n1,-3.8,-4.0,-5.5,-1.1,-135.2,3.3,i,3.6,1.4
CC(=O)Nc1c([N+](=O)[O-])cc(C)c(Cl)c1[N+](=O)[O-],-2.9,-5.3,-3.1,-0.1,7.0,0.9,i,1.0,-7.6
COc1ccc(NC(=O)CN(c2cc(C)cc(C)c2)S(=O)(=O)c2c(C)noc2C)cc1OC,5.4,2.0,11.3,-0.9,-1.5,-0.2,i,-5.3,-0.7
COc1ccc(NC(=O)CSc2nc(C)cc(C)n2)cc1,-4.6,-4.8,-4.7,0.4,6.0,1.9,i,0.1,3.8
CC(NC(=S)Nc1ccccc1Cl)C(c1ccccc1)N1CCOCC1 (centres undefined),-5.8,-11.1,-3.1,-1.6,35.0,0.7,i,0.7,-0.4
CCN(C(=O)COC(=O)CCC(=O)c1ccc(C)cc1)c1c(N)n(Cc2ccccc2)c(=O)[nH]c1=O,-2.4,-2.1,-6.3,0.4,-3.4,1.0,i,1.7,-0.1
O=C1C2C(C(=O)N1CCc1ccccc1)C1C=CC2C12CC2 (centres undefined),7.3,-3.1,-2.4,0.1,4.1,1.2,i,0.1,0.2
COc1ccc(N=NC2=C(O)CC(C)(C)CC2=O)cc1,-12.6,-13.7,-3.9,2.2,-4.9,-9.3,i,5.0,4.2
